Assay outcomes as filed in PubChem.
Pemphigus Ab inh: inhibitors of pemphigus antibody binding to DSG3, primary screen, biochemical, bead-based, flow cytometry, scFv-GFP; 310,000 compounds, 0.48% hits; DSG3-coupled beads, scFv-anti-DSG3-GFP binding; active compounds read low; binding (percent of control), % at 10 µM;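 active = binding more than 3 SD below its plate's average and above zero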;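 also: hits lower antibody fragment binding to DSG3; some compounds called inactive have numbers as strong as hits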
Target sequence (P32926 whole entry, looked up, the tested form may be a part): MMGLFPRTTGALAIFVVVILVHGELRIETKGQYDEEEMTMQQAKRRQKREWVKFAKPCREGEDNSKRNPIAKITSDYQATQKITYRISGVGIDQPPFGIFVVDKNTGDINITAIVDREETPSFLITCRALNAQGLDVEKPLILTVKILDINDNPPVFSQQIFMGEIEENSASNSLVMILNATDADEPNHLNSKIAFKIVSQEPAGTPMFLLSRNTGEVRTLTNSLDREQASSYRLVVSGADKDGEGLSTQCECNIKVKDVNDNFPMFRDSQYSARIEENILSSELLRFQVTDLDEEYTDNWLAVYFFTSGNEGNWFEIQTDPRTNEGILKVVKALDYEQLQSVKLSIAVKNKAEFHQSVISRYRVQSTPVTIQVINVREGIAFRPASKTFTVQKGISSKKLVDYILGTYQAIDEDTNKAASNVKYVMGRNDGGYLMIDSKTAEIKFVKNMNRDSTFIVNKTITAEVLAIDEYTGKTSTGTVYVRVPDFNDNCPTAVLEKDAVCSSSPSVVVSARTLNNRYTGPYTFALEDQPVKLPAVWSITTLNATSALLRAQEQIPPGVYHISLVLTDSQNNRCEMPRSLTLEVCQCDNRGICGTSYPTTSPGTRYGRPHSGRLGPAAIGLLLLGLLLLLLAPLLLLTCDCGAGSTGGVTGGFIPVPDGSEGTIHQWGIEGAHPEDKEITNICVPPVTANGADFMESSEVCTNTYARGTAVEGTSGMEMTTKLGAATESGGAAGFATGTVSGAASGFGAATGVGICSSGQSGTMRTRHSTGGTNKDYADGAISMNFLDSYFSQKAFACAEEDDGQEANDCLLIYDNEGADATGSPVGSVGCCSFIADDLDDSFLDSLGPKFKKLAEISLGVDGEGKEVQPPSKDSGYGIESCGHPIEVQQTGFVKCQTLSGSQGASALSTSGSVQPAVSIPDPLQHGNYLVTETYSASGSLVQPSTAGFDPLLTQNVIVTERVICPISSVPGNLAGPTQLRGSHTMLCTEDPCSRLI
SR-BI DiI-HDL act: activators of SR-BI mediated DiI-HDL uptake, primary screen, ldlA[mSR-BI] CHO cells, DiI fluorescence; 3 h; 100 = double the neutral-control signal; activation, % at 12.5 µM; 320,000 compounds, 0.096% hits;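 active = mean replicate activation of at least 60% and every replicate at or above 60%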;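 also: 0% = median plate neutral-control signal and 100% = twice that signal; values of inactives mirror those of a sister screen read the other way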
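system = CHO ldlA[mSR-BI] cells, LDL receptor-null, SR-BI overexpressing | medium = Ham's F12 with 0.5% BSA, HEPES 25 mM, pH 7.4 | probe or stimulus = DiI-HDL 10 µg/mL | compound dosing = single-point compound dose | incubation = compound exposure 3 h, 37 °C | technique = DiI fluorescence, bottom read | read-out = cell-associated DiI fluorescence as measure of HDL uptake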
CDK5 inh: inhibitors of human CDK5/p35 kinase, primary screen, biochemical, single concentration; Cyclin-dependent kinase 5 (Homo sapiens) + Cyclin-dependent kinase 5 activator 1 (Homo …; Recombinant CDK5/p35, ADP-Glo luminescence, 60 min; inhibition, % at 10 µM; 330,000 compounds, 0.01% hits; AID 488839, 2010;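 active = highest replicate inhibition of at least 50% and at least 75% of replicates reaching 50%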;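 also: plate controls were DMSO neutral control for no effect and GW8510 at 10 µM for full effect; many of its hits are not listed in these tables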
Arrestin-AP2 inh: inhibitors of beta-arrestin/AP2 binding, primary screen, biochemical, GPCR trafficking, flow cytometry; beta-arrestin 1 C-terminal peptide binding to AP2 beta2-adaptin appendage (human); FITC-arrestin peptide / GST-AP2 beads; AP2 beta2 appendage carries R879A mutation; inhibition, % at 10 µM; 340,000 compounds, 0.31% hits; AID 504490, 2011;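 active = inhibition above a set limit, near 3 SD of compounds lacking own fluorescence, cut at about 54% in these data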;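 also: plate controls were DMSO wells for no effect and 5 µM unlabelled arrestin peptide for full effect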
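Material – GST-tagged AP2 beta2-adaptin appendage (R879A) on 4 µm glutathione beads · Probe or stimulus – fluorescein-tagged arrestin peptide at 50 nM final · Timing – 12 min plus 1 h, RT · Detection – bead flow cytometry, FITC channel · Read-out basis – inhibition as reduced fluorescein signal on beads, percent · Medium – PBS plus Tween 20 (0.05%) and BSA (0.1%)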
NSD2 HMT inh: NSD2 histone methyltransferase inhibitors, primary screen, biochemical, AlphaScreen, single concentration, set 2. Histone-lysine N-methyltransferase NSD2 (Homo sapiens), O96028. NSD2 peptide methylation, 120 min. inhibition, % at 12.5 µM. 310,000 compounds, 0.54% hits; in the data active = inhibition above about 50%
dFosB activator: activators of delta FosB homodimer, primary screen, biochemical, fluorescence polarization, TAMRA-CDK5 oligo, single point. purified delta FosB; percent of positive-control signal above neutral wells. activation, % at 25 µM. 340,000 compounds, 0.99% hits. Protein FosB (Mus musculus), P13346;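 active = mean activation above about 17%, with every replicate also reaching it, limit read from the data, passing the limit was not always enough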;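 also: fluorescence polarization rise as delta FosB binds a TAMRA Cdk5 AP-1 oligo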
SR-BI DiI inh: inhibitors of SR-BI mediated HDL lipid uptake, primary screen, ldlA[mSR-BI] cells, fluorescence, single point; Scavenger receptor class B member 1 (Mus musculus), Q61009; 320,000 compounds, 0.96% hits; AID 488896, 2010; inhibition, % at 12.5 µM; ldlA[mSR-BI] CHO cells, DiI-HDL uptake fluorescence, 3 h;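 active = mean replicate inhibition of at least 70% and a set share of replicates each scoring 70 or more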;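 also: 0% = median of neutral control wells and 100% = median of positive control wells; values of inactives mirror those of a sister screen read the other way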
PKA-R1A act: activators of PKA-R1A holoenzyme, primary screen, biochemical, fluorescence polarization, Cy5-IP20, bovine R1A, mouse PKAc; cAMP-dependent protein kinase type I-alpha regulatory subunit (Bos taurus) + …; PKA-R1A dissociation; scaled: DMSO 0%, 113 µM cGMP 100%; activation, % at 11.4 µM; 340,000 compounds, 0.083% hits;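 active = percent activation above the mean of all tested compounds plus 3 SD, cut at about 19% in these data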;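 also: higher means more PKAc released from R1A so a rise in polarization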
MITF act: activators of MITF-driven TRPM1 promoter reporter, primary screen, cell-based, SK-MEL-5, luciferase, single point | 300,000 compounds, 0.75% hits | AID 588334, 2011 | SK-MEL-5 TRPM1-promoter luciferase, 24 h; % of positive control, neutral wells = 0 | activation, % at 12.5 µM;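 active = mean activation of at least 80% with every replicate also reaching 80%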;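 also: 0% = neutral control wells and 100% = parthenolide positive control wells; values of inactives mirror those of a sister screen read the other way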
Mot1-301 SUMO: yeast Mot1-301 growth rescue at high temperature, primary screen, SUMOylation pathway inhibitor project, S. cerevisiae, ATP luminescence, 38.5C. S. cerevisiae Mot1-301 growth rescue; percent above DMSO median, 100 means doubled. growth rescue, % at 18.8 µM. 320,000 compounds, 1% hits. AID 2716, 2010;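 active = every valid replicate shows activation above 250% relative to neutral control wells; inactive = the rest, any valid replicate at or below 250%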;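 also: OY570 slx delta 5 strain wells were the positive control but not used for scaling; some compounds called inactive have numbers as strong as hits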
PKA-R2B activ: activators of PKA-R2B holoenzyme, primary screen, biochemical, fluorescence polarization, Cy5-IP20, human | cAMP-dependent protein kinase catalytic subunit beta (Homo sapiens) + cAMP-dependent … | PKA-R2B holoenzyme dissociation; R2B truncated from residue 108, S112A mutant; 0% DMSO only, 100% 113 µM cGMP | activation, % at 11.4 µM | 340,000 compounds, 0.079% hits;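 active = activation above a cutoff set at the mean over all compounds plus 3 SD, cut at about 18% in these data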;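 also: higher means more holoenzyme dissociation and a rise in polarization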
The depositor's hits bear a star; nt = not tested or not shown; + = active, no number.

SMILES	Pemphigus Ab inh	SR-BI DiI-HDL act	CDK5 inh	Arrestin-AP2 inh	NSD2 HMT inh	dFosB activator	SR-BI DiI inh	PKA-R1A act	MITF act	Mot1-301 SUMO	PKA-R2B activ
O=c1[nH]c(/C=C\c2ccccc2F)nc(O)c1[N+](=O)[O-]	93	-13	0.3	16	3	2	13	-6	-12	13	-1
O=C1C(=C2SCCCS2)CC/C1=C\c1ccc(F)cc1	108	4	2.9	10	-2	-1	-4	-11	-58	4	-14
COc1ccccc1N1CCN(C2=NS(=O)(=O)c3ccccc32)CC1	80	-19	-1.6	11	-3	-2	19	7	nt	57	-3
CCOc1ccc(C2CC(c3ccccc3C)n3nc(N)nc3N2)cc1 (stereo not drawn)	105	20	0.1	-13	nt	-10	-20	3	nt	-6	-5
c1ccc(-c2cn3nc(-c4ccccc4)sc3n2)cc1	91	2	2.4	1	nt	-7	-2	-11	0	-17	-7
CN(Cc1ccco1)S(=O)(=O)c1ccc(CN2C(=O)c3cccnc3C2=O)s1	nt	20	-2.8	-10	-1	-8	-20	-2	5	13	1
C/C(Cl)=C\Cn1c(Nc2cccc(C)c2)nc2c1c(=O)n(C)c(=O)n2C	101	-4	1.1	-6	0	-11	4	1	7	-11	6
COc1cc2cc(CCOC(=O)c3ccc(F)cc3)oc(=O)c2cc1OC	108	-22	0.3	2	nt	-6	22	6	7	-3	-7
CC(C)NC(=O)CC(=O)N/N=C/c1ccc(Br)cc1	81	18	-3.3	18	-2	0	-18	-4	-11	16	-7
CC(=C1C(=O)c2ccccc2C1=O)N1CCC(C(N)=O)(N2CCCCC2)CC1	nt	33	-0.7	15	2	-4	-33	-5	-7	-2	2
CN1CCC(N(C)CC(=O)Nc2ccccc2N2CCOCC2)CC1	86	21	-2.0	-6	12	-5	-21	0	5	-18	2
Cc1c2c(nc3c(C(=O)NC4CCCC4)cnn13)CCCC2	100	20	2.0	26	-1	-2	-20	-6	16	1	-11
Cc1nnc(C)c2c(C)n(-c3ccccc3)c(C)c12	105	21	1.7	10	8	-3	-21	3	-2	nt	-7
CC(C)(C)[C@@H]1CCC(=O)N(CC[C@H](N=[N+]=[N-])c2ccccc2)CC1	103	-3	-0.6	-2	nt	0	3	-7	18	-15	-12
CC[n+]1c(C)n(-c2ccccc2)c2ccc(NC(C)=O)cc21	102	-8	-2.4	0	0	-2	8	-8	-20	178	6
CCOc1ccc(S(=O)(=O)NCc2ccccc2Cl)cc1C(N)=O	118	1	-0.4	8	-5	-8	-1	1	16	7	-1
CC(=O)Nc1cc(C(=O)O)ccc1S(=O)(=O)c1ccc(C)cc1	103	35	-1.5	22	-2	7	-35	-4	2	-13	1
O=C(CSc1nc2ccccc2c(=O)n1CCCN1CCOCC1)Nc1ccc2c(c1)OCO2	84	-1	0.7	19	1	-7	1	5	-15	-5	-12
CCCSc1nc(C)c2cc(C)cc(C)c2n1	99	-38	-0.7	22	nt	-8	38	-13	2	5	3
CCC(=O)Nc1nnc(-c2ccco2)o1	99	29	-1.2	1	nt	-2	-29	4	-10	-5	1
CC1CN(S(=O)(=O)c2ccc(NC(=O)CCN3C(=O)c4ccccc4C3=O)cc2)CC(C)O1 (stereo not drawn)	99	3	1.2	2	-1	0	-3	-14	nt	4	-4
COc1cc(CC(=O)Nc2nc(-c3ccc(F)c(F)c3)cs2)cc(OC)c1OC	101	-10	0.8	29	-1	6	10	2	0	20	0
COc1ccc2c(c1)CCc1c(C(=O)NCc3ccc(Cl)cc3)noc1-2	75	6	0.6	16	1	6	-6	-4	nt	-4	0
O=C1CC2(CCCCC2)Oc2ccc(OCC(=O)N3CCOCC3)cc21	100	-6	-0.6	12	1	-10	6	-13	-7	-29	-6
CC(C)Nc1ccccc1	103	-10	-0.2	14	nt	1	10	-1	4	-15	1
CCc1cccc2c(C(=O)CSc3nnc(-c4ccncc4)n3C)c[nH]c12	92	-56	0.3	-4	-1	1	56	-9	24	2	2
O=C(COC(=O)CCCN1C(=O)c2cccc3cccc(c23)C1=O)Nc1cccc(C(F)(F)F)c1	130	-11	0.7	33	-1	-2	11	-9	-3	-27	-9
COC(=O)c1sc(NC(=O)c2ccc(Cn3cc(Cl)cn3)o2)c(C#N)c1C	105	-7	-2.4	13	-4	-6	7	-2	11	+	4
CN(C)S(=O)(=O)n1cc(/C=C(\NC(=O)c2ccccc2F)C(=O)N2CCCC2)c2ccccc21	103	-44	nt	-13	-7	-5	44	2	0	12	-4
Oc1cccc(/C=N/N2CCN(c3ccccn3)CC2)c1	101	0	0.7	3	3	-2	0	-1	59	547*	-5
C=CCn1c(SCC(=O)Nc2ccccc2C)nc2sc(C)c(C)c2c1=O	102	-6	-0.1	14	-1	-1	6	-1	16	346	9
CCOc1ccccc1NC(=O)COC(=O)C1CC1	106	5	0.8	6	0	-7	-5	2	-6	4	-2
CN(C)S(=O)(=O)c1ccc(C(=O)Nc2ccc(CN3CCCC3)cc2)cc1	100	-7	1.6	9	nt	-4	7	-12	-7	-12	-13
CCOC(=O)C(/C=C(\C#N)C(=O)OCC)=C(/N)N1CCN(c2ccc(OC)cc2)CC1	101	9	-0.8	33	7	1	-9	-4	-7	-14	4
COc1ccc(-c2nc(-c3cccc([N+](=O)[O-])c3O)cc(=O)o2)cc1OC	nt	-2	1.6	-3	1	-1	2	-4	2	-2	2
CCOC(=O)Cn1nc(C)c(NC(=O)CCc2ccc(OC)cc2)c1C	107	-7	-1.3	nt	-2	2	7	10	-5	-4	-2
O=C(O)CC/C(=N/NC(=O)c1cccs1)c1ccccc1	124	38	-1.8	21	-1	-10	-38	3	-1	-2	-6
O=C(c1cccn2c(=O)c3ccccc3nc12)N1CCN(Cc2ccc3c(c2)OCO3)CC1	99	-11	2.0	0	nt	-14	11	7	-8	nt	4
CC1(C)CC(=O)C(C2c3ccccc3S(=O)(=O)c3ccccc32)C(=O)C1	103	48	1.8	21	3	-3	-48	-5	0	-1	-7
CC(=O)Nc1ccc(OCC(O)Cn2c(CO)nc3ccccc32)cc1 (stereo not drawn)	100	23	-3.1	-1	-1	-8	-23	1	6	nt	6
O=C1CCN(Cc2ccc(Br)cc2)CCN1[C@H](CO)Cc1ccccc1	99	13	-1.1	1	nt	1	-13	10	5	-22	3
COc1ccc(C(=O)NCCc2cn3ccc(C)cc3n2)cc1	96	22	2.2	-10	nt	-2	-22	-2	3	-19	-6
COc1ccc(-c2cc(=O)oc3c(C)c(OCC(=O)N(C)C)ccc23)cc1	99	-49	-0.4	6	1	-28	49	-3	4	-29	1
CCNC(=O)NC(=O)C(C)On1nnc2ccc(S(=O)(=O)N(CC)CC)cc21 (stereo not drawn)	123	-13	-0.8	-5	-2	1	13	3	-4	35	3
CC(NC(=S)Nc1ccc(OC(F)F)cc1OC(F)F)C(C)(C)C (stereo not drawn)	101	-19	1.0	33	-2	7	19	7	-6	nt	1
O=C(c1ccc(-n2cncn2)c([N+](=O)[O-])c1)N1CCN(S(=O)(=O)c2cccc(F)c2)CC1	121	8	0.3	14	-1	-12	-8	6	-1	7	-3
COc1ccc2oc(C(=O)NCc3cc(OC)c(OC)cc3OC)c(C)c2c1	105	-25	-0.6	24	3	-4	25	4	-19	30	11
CCC(C)(C)NC(=O)C(c1cccn1C)N(C(=O)Cn1nnc2ccccc21)c1ccccc1OC (stereo not drawn)	97	-1	-0.8	-2	5	-4	1	-5	-7	24	6
CCOC(=O)c1sc(NC(=O)CCN2C(=O)C3CCCCC3C2=O)cc1C (stereo not drawn)	105	-53	-0.7	-4	2	-6	53	-2	-5	1	-2
Cc1ccc(OCC2Cn3c(nc4c3c(=O)[nH]c(=O)n4C)O2)cc1 (stereo not drawn)	92	0	1.0	1	-2	-3	0	-2	-8	-4	8
Additional results
SMILES	Pemphigus Ab inh	SR-BI DiI-HDL act	CDK5 inh	Arrestin-AP2 inh	NSD2 HMT inh	dFosB activator	SR-BI DiI inh	PKA-R1A act	MITF act	Mot1-301 SUMO	PKA-R2B activ
COc1ccc(OC)c(/C=C/C(=O)N2C(=O)c3cccc(N)c3C2=O)c1	93	-8	-0.3	-7	-6	6	8	10	-53	16	3
O=C(Nc1ccc(N2CCCCC2)cc1)c1cccnc1	112	-3	1.2	7	9	3	3	-2	36	-12	-6
COC(=O)c1cc(NC(=O)c2nccnc2C(=O)O)cc(C(=O)OC)c1	95	nt	0.1	27	nt	-4	nt	-14	-1	-8	-10
O=C(COC(=O)C1=COCCO1)Nc1ccc(Br)cc1Br	nt	18	1.5	-2	0	-2	-18	-7	nt	19	1
Nc1nc(-c2cccnc2)nn1S(=O)(=O)c1ccccc1	98	11	-0.4	0	-5	-11	-11	-10	nt	20	-8
O=C(NCc1cccs1)C(=O)NCC(c1ccco1)N1CCN(c2ccccc2F)CC1 (stereo not drawn)	97	nt	0.6	8	1	-3	nt	-1	-2	-8	-4
COc1cc(-c2ccc3oc(-c4ccsc4)cc3c2)cc(OC)c1OC	101	-17	-0.2	-14	nt	5	17	-4	9	-2	-4
N#Cc1c(-c2cccs2)cc(-c2cccs2)[nH]c1=O	94	16	1.1	18	-1	-13	-16	nt	nt	-11	nt
O=C(Cn1cnc2c(NCc3ccccc3)ncnc21)NCc1nc2ccccc2[nH]1	99	-15	-0.1	-5	nt	-6	15	-2	-10	nt	-2
